Kir21 inh: inhibitors of mouse Kir2.1 inward-rectifier potassium channel | B-score at 10 µM | 0.85% of 310,000 active | HEK293-Kir2.1, FluxOR thallium flux fluorescence; active compounds read low | P35561;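 active = fluorescence ratio B-score at or below minus 3 SD of library scores, with starting-brightness B-score within 2 SD, cut at about -4.2 in these data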;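 note: channel flux triggered by added potassium and thallium sulfate stimulus; B-score of peak minus minimum fluorescence over baseline after thallium stimulus; more negative B-score means stronger Kir2.1 block with less thallium influx; some compounds called inactive have numbers as strong as hits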
Target sequence (P35561 whole entry, looked up): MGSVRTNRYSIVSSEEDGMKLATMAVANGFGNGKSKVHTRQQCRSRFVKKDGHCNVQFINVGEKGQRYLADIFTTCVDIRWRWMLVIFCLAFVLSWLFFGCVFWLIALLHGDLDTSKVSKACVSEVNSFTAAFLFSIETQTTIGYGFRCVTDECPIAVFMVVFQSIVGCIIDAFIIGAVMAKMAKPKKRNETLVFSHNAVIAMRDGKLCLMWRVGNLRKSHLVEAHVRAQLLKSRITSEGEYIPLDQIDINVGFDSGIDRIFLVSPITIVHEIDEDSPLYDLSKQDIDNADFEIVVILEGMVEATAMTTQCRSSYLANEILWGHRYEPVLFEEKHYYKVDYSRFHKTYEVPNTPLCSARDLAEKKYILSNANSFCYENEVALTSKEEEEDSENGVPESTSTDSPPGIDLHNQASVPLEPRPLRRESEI
STK33 kinase inh: blocks human STK33 kinase activity; inhibition, % at 10 µM; purified STK33, MBP phosphorylation, ADP-Glo luminescence; 0.073% of 320,000 active; AID 2661;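 active = inhibition at or above 25%, using the most active replicate where run in duplicate; inactive = inhibition below 25%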
Target sequence (Q9BYT3 whole entry, looked up): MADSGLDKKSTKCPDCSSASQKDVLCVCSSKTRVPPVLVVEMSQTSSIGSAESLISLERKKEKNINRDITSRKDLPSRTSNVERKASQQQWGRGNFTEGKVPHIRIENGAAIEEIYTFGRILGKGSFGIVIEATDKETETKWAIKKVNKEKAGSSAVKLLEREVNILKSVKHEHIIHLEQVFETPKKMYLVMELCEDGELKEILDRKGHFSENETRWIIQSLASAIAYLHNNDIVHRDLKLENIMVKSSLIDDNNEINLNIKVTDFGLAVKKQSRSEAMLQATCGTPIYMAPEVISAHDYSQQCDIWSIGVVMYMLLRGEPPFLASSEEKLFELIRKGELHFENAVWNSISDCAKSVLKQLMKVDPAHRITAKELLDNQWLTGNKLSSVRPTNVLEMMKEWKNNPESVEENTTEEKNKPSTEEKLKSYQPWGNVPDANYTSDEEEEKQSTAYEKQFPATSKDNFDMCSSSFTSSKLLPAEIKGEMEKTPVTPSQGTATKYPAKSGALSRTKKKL
KCNQ2 block: KCNQ2 potassium channel inhibitors, primary screen, cell-based, CHO-K1, FluxOR thallium flux, B-score (AID 2156) | O88943 | 20 min; active compounds read low | B-score at 10 µM | 1.1% of 310,000 active;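 active = fluorescence ratio B-score at most minus 3 library SDs, with starting brightness B-score within 2 library SDs, cut at about -5.5 in these data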
* marks the source's active call; other numbers are inactive results; i = inactive; . = not tested or not shown.

Kir21 inh	STK33 kinase inh	KCNQ2 block	SMILES
-2.4	-1.9	i	COc1cccc(CNC(=O)CCCC(=O)Nc2cccc([N+](=O)[O-])c2)c1
0.18	-0.9	i	COc1ccc(C2(CNC(=O)c3cccc([N+](=O)[O-])c3)CCCCC2)cc1OC
0.18	1.2	i	CC1=C(C(=O)OCCNC(=O)c2cccnc2)C(c2cccc([N+](=O)[O-])c2)C(C(=O)OCCN(C)C)=C(C)N1 (stereo not given)
0.38	-0.5	i	CCC1=NN(C(=O)c2ccc(Br)cc2)C(O)(c2ccccc2)C1 (stereo not given)
-0.06	-1.2	i	Cc1nc2ccc(NC(=O)c3c(-c4ccccc4)noc3C)cc2s1
1.14	-1.2	i	CCN(CC)C(=O)Cn1cc(C(=O)C(=O)NCCc2ccc(S(N)(=O)=O)cc2)c2ccccc21
-1.84	-0.3	i	CC(=O)C1=C(O)C(=O)N(CCc2c[nH]c3ccccc23)C1c1ccc(C)cc1 (stereo not given)
-0.89	-1.7	i	CCOC(=O)c1cccc(NC(=O)COC)c1
0.18	-0.5	i	Cc1cc(C)cc(Nc2nc3ccc(C)cc3n3cnnc23)c1
0.02	0.2	i	Cc1ccc2c(c1)OC(c1ccc3c(c1)OCCO3)CC2=O (stereo not given)
-0.33	-2.4	i	Cc1c(N/N=C(\C#N)C(=O)c2ccc(Cl)cc2)c(=O)n(-c2ccccc2)n1C
-0.85	-0.1	i	CC(C)(C)c1ccc(S(=O)(=O)N(CCCN2CCOCC2)Cc2cccs2)cc1
-1.06	-1.6	i	CC1(C(=O)OCC(=O)NC(=O)c2ccccc2)CC1(Cl)Cl (stereo not given)
0.41	0.7	i	COc1cccc(C2c3[nH]c4ccccc4c3CCN2Cc2cnc(C)s2)c1OC (stereo not given)
-0.46	-0.6	i	COC(=O)CNC(=O)C12CC3(C)CC(C)(CC(C)(C3)C1)C2
-1.11	0.4	i	CC(=O)Nc1ccc2c(c1)CCCN2C(=O)c1ccccc1
0.2	0.3	i	Cc1cccc(CCNS(=O)(=O)c2cnc[nH]2)c1
-0.77	0.2	i	CC(C)c1onc(C(=O)N2CCN(c3ccc(F)cc3)CC2)c1[N+](=O)[O-]
1.66	0.7	i	C#CCOc1ccc2c3c(c(=O)oc2c1)CCCC3
0.31	.	i	CCC(C)[C@@H](NC(=O)OC(C)(C)C)c1nnc(S(=O)(=O)Cc2cccc(C)c2)o1 (stereo not given in full)
-0.54	1.4	i	CNC(=S)N/N=C/c1ccc(N(C)C)cc1
-0.73	-2.0	i	COc1ccccc1-c1cc(C(=O)NCc2ccc(F)cc2)no1
-0.04	-1.1	i	O=C(CCN=C1NS(=O)(=O)c2ccccc21)OCc1nnc(-c2ccccc2)o1
-13.5	2.4	i	CCOC(=O)/C(=C/C=C1\Sc2ccccc2N1CC)C(C)=O
2.11	0.2	i	NC(=O)c1c(NC(=O)COC(=O)CSc2nnc(-c3ccc(Cl)cc3)o2)sc2c1CCC2
-0.66	-1.4	i	CCCCN(CCCC)S(=O)(=O)c1ccc(C(=O)Nc2nnc(COC)o2)cc1
2.95	-0.4	i	CCCN(CCC)C(=O)CSc1nc2n[nH]c(C)c2c(=N)n1-c1ccc(OCC)cc1
-0.33	-0.8	i	O=C1CCCN1CCCNc1ccc2nnc(CCC(=O)N3CCN(c4ccc(F)cc4)CC3)n2n1
-0.28	-0.6	i	CCOc1ccccc1C(=O)NCC(=O)Nc1ccc(-c2ccccc2)cc1
0.52	-0.7	i	CC(=O)c1cccc(NC(=O)c2ccc(NC(=O)CC3SC(N4CCCCC4)=NC3=O)cc2)c1 (stereo not given)
0.67	-0.3	i	O=C(Nc1ccc(Oc2ccccc2)nc1)C1CCN(Cc2ccco2)CC1
-0.26	-1.4	i	Cn1c(SCc2ccc(Br)cc2)nc2ccccc2c1=O
-1.87	4.1	i	CCC(C)c1ccccc1NC(=O)COC(=O)CCc1cc(OC)c(OC)c(OC)c1 (stereo not given)
0.99	-2.0	i	CCOc1cccc(C(=O)Nc2ccc(N3CCN(S(C)(=O)=O)CC3)cc2)c1
0.36	0.4	i	COC(=O)CSc1nc(C)c(C)c(C)c1C(N)=O
0.55	-2.3	i	CSCCC(NC(=O)c1ccc(C(C)(C)C)cc1)C(=O)O (stereo not given)
-2.04	-1.1	i	O=C(C1CCC1)N1CCN(c2ccc(Cl)cc2)CC1
-1.7	0.2	i	Cc1ccc(CSCCNC(=O)c2ccc(Cl)c(S(=O)(=O)N3CCOCC3)c2)cc1
-5.19	-1.7	i	CC[n+]1c(/C=C/N(C)c2ccccc2)oc2ccccc21
4.75	1.4	i	CN(C)c1ccc(C(=O)c2ccc(O)cc2O)cc1
0	-0.8	i	CCc1nc2nc(C)c(NS(=O)(=O)c3ccc4c(c3)CCCC4)c(=O)n2[nH]1
-0.18	-0.9	i	CS(=O)(=O)N(CC(=O)N1CCC(C(N)=O)CC1)c1ccc(Oc2ccccc2)cc1
-0.06	-0.8	i	Cc1cc(C)n2nc(C(=O)Nc3c(C)nn(Cc4ccc(F)cc4)c3C)cc2n1
-0.02	0.2	i	COC(=O)c1ccc(-c2ccc(/C=N/NC(=O)CC3(C)OCCCO3)o2)cc1
-0.78	0.4	i	Cc1sc2ncn(C(C)C(=O)OC3CCCCC3)c(=O)c2c1C (stereo not given)

Copied from the list.
Value of Cc1cc(C)n2nc(C(=O)Nc3c(C)nn(Cc4ccc(F)cc4)c3C)cc2n1 in Kir21 inh: -0.06
Value of CS(=O)(=O)N(CC(=O)N1CCC(C(N)=O)CC1)c1ccc(Oc2ccccc2)cc1 in STK33 kinase inh: -0.9

Carrying on:
Kir21 inh	STK33 kinase inh	KCNQ2 block	SMILES
0.03	0.2	i	O=C1NC(c2ccccc2Br)=N/C1=C\c1ccco1
0.03	-6.1	i	CC(Cc1ccccc1)N/C=C1/CC(=O)NC1=O (stereo not given)
0.97	-1.0	i	Cc1c(Cl)cccc1NC(=S)NCc1ccccc1Cl
-1.23	-0.5	i	CCCCOc1ccc(C(=O)Oc2ccc(C)nc2)cc1
-0.37	-2.3	i	CCCc1ccc(Oc2cc(N3CCOCC3)nc(-c3ccccc3)n2)cc1
-0.21	0.0	-9.27*	Cc1ccc2nc(-c3ccccc3)cc(C(=O)N3CC(C)OC(C)C3)c2c1 (stereo not given)
-0.61	0.0	i	CC(C)(C)NC(=S)NNC(=O)c1cccc(Br)c1
-0.53	-2.3	i	Cc1ccccc1-n1c(Cc2cccs2)n[nH]c1=S
0.48	0.6	i	N/C(=N\OC(=O)c1ccc(Cl)cc1[N+](=O)[O-])c1cccnc1
0.19	-0.2	i	O=C(OCc1nc2ccccc2[nH]1)C12CC3CC(CC(C3)C1)C2
0.74	1.2	i	COC(=O)C1=C(NC(=O)COc2ccc(Cl)cc2Cl)CCS1
-0.17	-0.8	i	O=C(NC1CCCCCC1)c1ccc(Br)o1
2.84	-1.6	i	Cc1ccc(-c2nnn(CC(=O)N(CC3CCCO3)C(C(=O)NC3CCCC3)c3ccc(F)cc3)n2)o1 (stereo not given)
1.03	-0.7	i	CCCC1(CCC)NC(=O)NC1=O
0.91	0.2	i	O=C(c1cc(COc2ccc(F)cc2F)on1)N1CCOCC1
-0.82	6.4	i	CSc1nc(NCCCN(C)C)c2c3c(sc2n1)CN(C)CC3
-1.62	1.3	i	O=C(CSc1ccccc1)NCC1(N2CCCCC2)CCCCC1
1.94	-0.3	i	CC(=O)NC1CCCc2c1cnn2-c1ccc(C(C)(C)C)cc1 (stereo not given)
0.8	0.2	i	Cc1cc(NC(=O)C2CCCCC2)ccc1NC(=O)c1ccccc1Cl
-0.01	-0.6	i	O=[N+]([O-])c1ccc2c(c1)nc1n2CCN(C2CCCCC2)C1
0.28	-0.4	i	O=C(CNS(=O)(=O)c1ccccc1)Nc1ccc(F)cc1F
-0.83	-0.9	i	CCOCCCNS(=O)(=O)c1ccc(Br)cc1
-0.12	-0.6	i	CCc1cccc2c(=O)c(C(=O)N3CCOCC3)c[nH]c12
1.36	-1.1	i	CCCn1c(=S)[nH]c2cc(OC)c(OC)cc2c1=O
-1.71	-1.2	i	O=c1c(N2CCOCC2)coc2ccccc12
0.67	-1.1	i	CCOC(=O)Cc1nnc(NC(=O)C2CCCCC2)s1
2.45	0.9	i	COc1cccc(NC(=O)C2CCN(c3ncccn3)CC2)c1
0.17	-0.6	i	CCOC(=O)c1ccc(Oc2nc(NC(C)(C)C)nc(N(C)C)n2)cc1
-1.24	-1.0	i	Cc1cc(C)cc(OCCNS(=O)(=O)c2cccs2)c1
0.63	-0.4	i	COc1cc(CN2CCNC(=O)C2CC(=O)N(C)Cc2ncc[nH]2)cc(OC)c1 (stereo not given)

Compound profiles, from the list above. Screens in order: Kir21 inh, STK33 kinase inh, KCNQ2 block
CCCn1c(=S)[nH]c2cc(OC)c(OC)cc2c1=O reads 1.36, -1.1, i
CCc1cccc2c(=O)c(C(=O)N3CCOCC3)c[nH]c12 reads -0.12, -0.6, i
Cc1cc(C)cc(OCCNS(=O)(=O)c2cccs2)c1 reads -1.24, -1.0, i

(more compounds)
Kir21 inh	STK33 kinase inh	KCNQ2 block	SMILES
-1.35	0.3	i	O=C(CNC(=O)C1COc2ccccc2O1)N/N=C/c1ccc([N+](=O)[O-])cc1 (stereo not given)
0.37	0.4	i	O=[N+]([O-])c1cccc(/C=N/Nc2nc(C(Cl)(Cl)Cl)nc3ccccc23)c1
0.05	-1.4	i	O=C1NC(c2cccs2)Nc2ccccc21 (stereo not given)
-0.73	-0.3	i	Cc1ccccc1OCc1nc(-c2cccnc2)no1
-2.29	0.2	i	Cc1ccc(C(=O)CCC2CCCC2=O)cc1 (stereo not given)
-0.29	1.5	i	COc1ccc(C(=O)Nc2cccc(S(C)(=O)=O)c2)cc1
0.26	0.3	i	CC1CCN(c2nc3c(N)ncnc3n2[C@@H]2O[C@H](CO)[C@@H](O)[C@H]2O)CC1
-0.84	-1.3	i	O=C(CSc1nc2ccccc2[nH]1)Nc1nc(-c2cccc(Br)c2)cs1
0.07	-1.2	i	COc1ccc(/C=N/Nc2nc(C)cc(=O)[nH]2)cc1OC
-0.91	-1.7	-7.93*	O=C(CCNc1ccccc1)c1cccc([N+](=O)[O-])c1
-0.15	-1.5	i	O=C(Nc1ccccc1C(F)(F)F)c1ccc(CN2CCC(Cc3ccccc3)CC2)cc1
0.84	1.9	i	COc1ccc(-n2nc([N+](=O)[O-])c(=NCc3ccco3)n2O)cc1
0.14	-1.7	i	C/C(=N\N)c1c(-c2ccccc2)c2cc(C)ccc2[nH]c1=O
0.73	-1.2	i	CC(=O)c1c(-c2ccccc2)c2cc([N+](=O)[O-])ccc2[nH]c1=O
0.06	-1.0	i	CN(C(=O)OCc1ccccc1)C(CC(N)=O)C(=O)O (stereo not given)
1.34	0.2	i	CCN(CC)C(=O)c1ccc(-c2nnc(Nc3ccc(O)cc3)c3ccccc23)cc1
0.43	-1.1	i	N#C[C@@H]1[C@@H]2C(=O)N(c3ccc4c(c3)OCCO4)C(=O)[C@@H]2C2c3ccccc3C=CN21 (stereo not given in full)
-0.03	.	i	Cc1c(C(=O)N2CCC(C)CC2)sc2ncnc(N3CCN(c4ccccc4)CC3)c12
-0.03	.	i	COc1ccc(CCN2CC(C(=O)NCCc3cccc(F)c3)CCC2=O)cc1 (stereo not given)
1.78	2.4	i	O=C(CN1CCC(C(=O)c2ccc(F)cc2)CC1)NCc1ccccc1F
-1.53	0.8	i	CCOC(=O)/C(C#N)=N/Nc1ccccc1C(=O)O
-0.06	-1.4	i	C[C@@H](C(=O)NCCc1c[nH]c2ccccc12)[C@H]1C[C@]1(C)[C@H](NC(=O)OCc1ccccc1)c1ccccc1
2.19	-2.6	i	COc1ccc(/C=N/NC(=O)c2nc(-c3ccccc3)cc(-c3ccccc3)n2)cc1O
0.18	-0.4	i	Cc1ccc(C(=O)CCCn2nnc(-c3cccnc3)n2)cc1C
-1.37	-3.2	i	O=C(COc1ccc(F)cc1)N1CCC(Cc2ccccc2)CC1
0.57	0.1	i	O=C(Nc1ccc(N2CCCC2)cc1)c1cc([N+](=O)[O-])ccc1N1CCOCC1
-0.65	-0.1	i	Cc1ccc(/C(O)=C2/C(=O)C(=O)N(CCN3CCOCC3)C2c2cccnc2)cc1 (stereo not given)
1.13	-0.8	i	Cn1c(=O)c2c(ncn2CCc2ccccc2)n(C)c1=O
-1.27	-2.0	i	CCOC(=O)c1ccc(NS(=O)C23CC4CC(CC(C4)C2)C3)cc1 (stereo not given)
0.64	-1.4	i	COc1ccc(N2CCc3c(C)nc(SC)nc32)cc1
0.06	-1.1	i	O=C(CSc1nnc(CNC(=O)c2ccccc2)o1)c1ccccc1
-0.39	0.1	i	CCOC(=O)C1=C(C)N=c2s/c(=C\c3ccc(C(=O)O)cc3)c(=O)n2C1c1ccc(OC)cc1OC (stereo not given)
-0.02	0.8	i	CC(Oc1ccccc1)C(=O)N1CCC2(CC1)CC(=O)c1ccccc1O2 (stereo not given)

A portion from further up, for reference:
Kir21 inh	STK33 kinase inh	KCNQ2 block	SMILES
1.34	0.2	i	CCN(CC)C(=O)c1ccc(-c2nnc(Nc3ccc(O)cc3)c3ccccc23)cc1
0.43	-1.1	i	N#C[C@@H]1[C@@H]2C(=O)N(c3ccc4c(c3)OCCO4)C(=O)[C@@H]2C2c3ccccc3C=CN21 (stereo not given in full)
-0.03	.	i	Cc1c(C(=O)N2CCC(C)CC2)sc2ncnc(N3CCN(c4ccccc4)CC3)c12
-0.03	.	i	COc1ccc(CCN2CC(C(=O)NCCc3cccc(F)c3)CCC2=O)cc1 (stereo not given)
1.78	2.4	i	O=C(CN1CCC(C(=O)c2ccc(F)cc2)CC1)NCc1ccccc1F
